# Source: PubChem (Sanford-Burnham Center for Chemical Genomics)
# APOBEC3A inh: APOBEC3A ssDNA deaminase inhibitors, primary screen, selectivity assay for APOBEC3G inhibitor project, biochemical, FAM/TAMRA oligo cleavage fluorescence; DNA dC->dU-editing enzyme APOBEC-3A (Homo sapiens), P31941; recombinant A3A, FAM/TAMRA ssDNA deamination fluorescence; inhibition, % at 20 µM; actives 0.41% (n = 330,000); AID 493011, 2011;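 active means at least 40% inhibition at 20 µM here, with at most 30% in a related deaminase screen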;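 further: plate controls were A3A with DMSO for no effect and wells lacking A3A enzyme for full effect; some results filed as inactive read as strong as hits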
# mIAP activ: activators of mouse IAP, primary screen, biochemical, luminescence, uHTS; AID 2805, 2010; actives 0.24% (n = 330,000); activation factor at 10 µM; muIAP, CDP-Star luminescence, 30 min; hits give high values; 1 = vehicle-only enzyme signal, 0 = enzyme-free wells;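 active means activation factor of at least 2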; further: the source names both 10 and 20 µM as test concentration; values of inactives mirror those of a sister screen read the other way
#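 System: mouse IAP enzyme. Reagent: CDP-Star chemiluminescent phosphatase substrate. Benchmarks: DMSO wells, no-enzyme wells. Times: 30 min enzyme-substrate-compound incubation at room temperature. Detection: luminescence from enzymatic CDP-Star hydrolysis. Doses: test compounds delivered from DMSO solution.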
# NLRP3 yeast inh: NALP3 inflammasome inhibitors in reconstituted yeast, primary screen, luminescence, uHTS; Yeast reconstituted NLRP3/ASC/caspase-1, beta-gal luminescence, 24 h; inhibition, % at 10 µM; actives 0.39% (n = 330,000);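 active means inhibition of 50% or more; inactive means inhibition below 50%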;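 further: plate controls were induced DMSO wells for no effect and uninduced yeast grown without galactose for full effect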
# MIN6 prolif: inducers of MIN6 beta-cell proliferation, primary screen, ATP luminescence, uHTS | MIN6 cells proliferation, ATPlite luminescence, 48 h; cells starved in 0.2% serum; 100% = growth in 10% serum | proliferation, % at 10 µM | actives 0.29% (n = 330,000);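 active means compounds whose signal lies at least 3.5 SD above the mean of all wells on their plate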;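 further: 0% = DMSO-treated cells in low-serum medium and 100% = 10% serum control; some compounds called inactive have numbers as strong as hits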
# mIAP block: inhibitors of mouse IAP, primary screen, biochemical, luminescence, uHTS. intestinal alkaline phosphatase [Mus musculus]. purified mouse IAP, CDP-Star luminescence, 30 min. inhibition, % at 10 µM. actives 0.2% (n = 330,000). AID 2806, 2010;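 active means inhibition of at least 40% at 10 µM in the primary screen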;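 further: plate controls were DMSO with enzyme for no effect and no enzyme wells for full effect; values of inactives mirror those of a sister screen read the other way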
# A3G deaminase: APOBEC3G DNA deaminase inhibitors, primary screen, biochemical, fluorescence, single-stranded DNA substrate, uHTS; DNA dC->dU-editing enzyme APOBEC-3G (Homo sapiens), Q9HC16; recombinant A3G, ssDNA deamination FAM/TAMRA fluorescence; inhibition, % at 20 µM; actives 0.28% (n = 330,000); AID 493012, 2011;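 active means inhibition of at least 40% at 20 µM, with no more than 30% in the related APOBEC3A deaminase screen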;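 further: plate controls were DMSO wells with A3G for no effect and wells lacking A3G enzyme for full effect; some compounds called inactive have numbers as strong as hits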
# Target sequence (Q9HC16 whole entry, looked up): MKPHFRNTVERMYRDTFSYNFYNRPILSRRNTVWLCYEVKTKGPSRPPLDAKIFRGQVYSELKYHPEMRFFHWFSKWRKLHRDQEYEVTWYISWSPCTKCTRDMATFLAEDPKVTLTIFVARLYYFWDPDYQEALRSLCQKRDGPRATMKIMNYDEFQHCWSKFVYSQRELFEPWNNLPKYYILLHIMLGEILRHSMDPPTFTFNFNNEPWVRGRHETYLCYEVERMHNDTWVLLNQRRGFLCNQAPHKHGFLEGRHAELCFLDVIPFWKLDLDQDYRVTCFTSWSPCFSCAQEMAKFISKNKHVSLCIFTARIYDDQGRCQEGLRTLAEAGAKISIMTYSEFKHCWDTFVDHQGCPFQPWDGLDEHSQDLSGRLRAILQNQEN
# hIAP activ: human IAP activators, primary screen, biochemical, luminescence, uHTS | activation factor at 10 µM | purified human IAP, CDP-Star luminescence, 30 min; hits give high values; 1 = vehicle-only enzyme, 0 = enzyme-free background | actives 0.16% (n = 330,000) | Intestinal-type alkaline phosphatase (Homo sapiens), P09923 | AID 2524, 2010;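 active means activation factor of the enzyme at least 2-fold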; further: the source names both 10 and 20 µM as test concentration; values of inactives mirror those of a sister screen read the other way
# Target sequence (P09923 whole entry, looked up): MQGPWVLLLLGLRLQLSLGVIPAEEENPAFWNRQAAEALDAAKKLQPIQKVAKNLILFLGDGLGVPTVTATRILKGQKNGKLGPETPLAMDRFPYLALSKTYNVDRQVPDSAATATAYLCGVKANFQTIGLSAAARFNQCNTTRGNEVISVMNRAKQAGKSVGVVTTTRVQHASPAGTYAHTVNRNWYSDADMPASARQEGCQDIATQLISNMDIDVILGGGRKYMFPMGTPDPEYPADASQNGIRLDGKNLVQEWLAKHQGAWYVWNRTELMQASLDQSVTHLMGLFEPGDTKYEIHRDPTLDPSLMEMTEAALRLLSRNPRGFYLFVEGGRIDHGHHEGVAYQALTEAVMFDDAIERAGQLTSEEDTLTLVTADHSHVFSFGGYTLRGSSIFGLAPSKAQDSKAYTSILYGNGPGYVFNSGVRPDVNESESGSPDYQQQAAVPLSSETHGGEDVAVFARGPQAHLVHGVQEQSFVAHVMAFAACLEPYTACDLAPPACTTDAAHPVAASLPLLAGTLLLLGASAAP
# hIAP block: human IAP inhibitors, primary screen, biochemical, luminescence, uHTS. Intestinal-type alkaline phosphatase (Homo sapiens), P09923. purified IAP, CDP-Star luminescence, 30 min. inhibition, % at 10 µM. actives 0.12% (n = 330,000);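 active means inhibition reaching a set limit with compound at 10 µM in the primary screen, cut at about 35% in these data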;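 further: plate controls were DMSO wells with enzyme for no effect and no-enzyme buffer wells for full effect; values of inactives mirror those of a sister screen read the other way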
# SENP1 FRET inh: human SENP1 catalytic domain inhibitors, primary screen, biochemical, FRET, uHTS | actives 0.21% (n = 360,000) | recombinant SENP1 catalytic domain, CyPet-SUMO1-YPet FRET cleavage | Sentrin-specific protease 1 (Homo sapiens), Q9P0U3 | inhibition, % at 10 µM;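 active means inhibition at least 30% at 10 µM, raw YFP signal under a set limit, fluorescence ratio 0.5 to 1.5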;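 further: 0% = enzyme with DMSO and 100% = no enzyme wells; some results filed as inactive read as strong as hits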
#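 Assay system: hSENP1 catalytic domain, recombinant. Amount: SENP1 enzyme, 20 pM final. Schedule: 50 min reaction, RT, dark. Technique: FRET, CFP and YFP emission. Control set: no-enzyme wells low, DMSO-plus-enzyme wells high control.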
# Active calls of the source: *; nt = not tested or not shown. Some of the compounds tested; count on the stated rates, not on these rows.
SMILES,APOBEC3A inh,mIAP activ,NLRP3 yeast inh,MIN6 prolif,mIAP block,A3G deaminase,hIAP activ,hIAP block,SENP1 FRET inh
O=C(NCc1ccc2c(c1)OCO2)C(=O)NCC1OCCCN1S(=O)(=O)c1ccc(F)cc1 (stereo not given),8.9,0.998,22.7,3.1,0.2,-0.5,0.905,9.5,0.1
Cc1cc2cc(CNC(=O)C(C)Oc3ccccc3)ccc2n1C (stereo not given),-2.8,1.03,-7.2,-5.6,-2.6,-3.7,0.953,4.7,-13.8
CCNC(=O)NC(=O)C(C)Sc1ncc(C(F)(F)F)cc1Cl (stereo not given),-0.3,0.956,17.4,2.4,4.4,-3.6,1.04,-4.0,-3.2
CC(C)CN(CC(C)C)S(=O)(=O)N1CCC(C(=O)N2CCc3ccccc3C2)CC1,2.0,1.02,16.0,-1.1,-2.5,3.1,1.26,-25.6,-1.0
O=C(NNC(=O)c1cc2ccccc2oc1=O)c1ccccc1[N+](=O)[O-],0.6,0.797,8.6,0.7,20.3,0.4,1.19,-19.3,2.4
Cc1ccc(NC(=O)CCNS(=O)(=O)c2ccc3[nH]c(=O)oc3c2)cc1C,0.8,0.904,16.6,-0.9,9.6,3.2,1.23,-22.9,1.7
Cc1cc(C(=O)COC(=O)Cn2c(C(F)(F)F)nc3ccccc32)c(C)n1Cc1ccco1,-2.4,0.99,3.7,-1.0,1.0,-2.1,1.16,-16.0,1.1
O=C(CNC(=O)c1ccc(Br)cc1)N/N=C/c1cccnc1,1.7,0.987,5.4,-1.6,1.3,6.5,0.984,1.6,1.5
C=C1CCN([C@@H](Cc2ccccc2)C(=O)NC2CCN(Cc3ccccc3)CC2)S(=O)(=O)c2ccccc21,-1.1,1.08,15.9,-5.5,-7.7,-9.7,0.881,11.9,-3.2
CN(Cc1ccccc1)C(=O)c1ccccc1-c1ccccc1,-1.0,1.07,17.7,1.1,-7.0,-8.9,1.06,-5.6,2.1
Cc1ccc(OCC(O)CNC2CCCC2)cc1C (stereo not given),-4.9,0.988,7.7,0.3,1.2,-4.2,1.09,-8.7,1.8
Cc1onc(-c2ccccc2)c1C(=O)NCC(O)c1ccccc1 (stereo not given),2.6,0.94,5.8,-1.6,6.0,1.3,1.02,-2.5,2.7
O=C(c1ccc([N+](=O)[O-])o1)N1CCCCCC1,2.3,0.839,9.4,2.7,16.1,-3.3,1.03,-2.7,3.0
CC(=O)Nc1ccc(S(=O)(=O)N2CCC(N3CCCC3)CC2)cc1,0.7,1.03,13.9,1.2,-2.7,-7.8,0.956,4.4,-1.1
CCC(C)N(C(=O)COC(=O)CNC(=O)c1sc2ccccc2c1Cl)C1CCS(=O)(=O)C1 (stereo not given),5.1,1.07,16.6,2.1,-6.7,-3.7,1.16,-15.9,-0.3
CC(C)CCN(C)c1ccc(/C=N/n2cnnc2)cc1,-0.1,0.926,-0.3,-2.6,7.4,-7.2,0.827,17.3,-17.1
Cc1ccc(S(=O)(=O)c2c(C)c(C)c(C)[nH]c2=O)cc1,-2.5,1.02,13.9,-0.1,-2.2,-6.9,0.972,2.8,1.2
COc1cc2c(cc1OC)C(c1cccc([N+](=O)[O-])c1)N(C(=O)c1ccc(F)cc1)CC2 (stereo not given),-11.9,0.901,9.9,-3.8,9.9,-6.0,0.867,13.3,1.4
CCC(CC)C(=O)c1c[nH]c(C(=O)NC2CCCCCC2)c1,4.4,1.16,12.0,2.8,-16.2,1.6,0.959,4.1,0.7
CC(=O)Nc1ccc(S(=O)(=O)NC(C)C(=O)OCCOc2ccc(F)cc2)cc1 (stereo not given),-0.9,1.06,14.3,-2.0,-6.2,-12.2,1.04,-4.2,1.3
CCC(C)Oc1cccc(OCCCCN2C(=O)NC(C)(C)C2=O)c1 (stereo not given),-1.3,0.953,0.9,-1.1,4.7,-3.8,1.02,-2.3,-0.6
Oc1ccc(C[C@@H]2CNCCN2CCc2cc(C(F)(F)F)cc(C(F)(F)F)c2)cc1,-4.4,0.916,23.8,-8.0,8.4,-5.8,0.855,14.5,2.1
Nc1ccc(C(=O)Nc2nccs2)cc1,4.6,1.05,-0.8,0.8,-4.9,-1.6,1.02,-1.8,3.2
O=C(COc1coc(CN2CCN(c3ccccc3)CC2)cc1=O)Nc1ccccc1F,3.0,0.956,11.8,-1.8,4.4,-2.3,0.936,6.4,-0.2
Cc1ccc(C)c(N2CCN(C(=O)CCC(=O)N3CCOc4ccc(Cl)cc43)CC2)c1,-0.4,0.922,30.9,-7.2,7.8,-2.5,0.909,9.1,1.1

# Following part
SMILES,APOBEC3A inh,mIAP activ,NLRP3 yeast inh,MIN6 prolif,mIAP block,A3G deaminase,hIAP activ,hIAP block,SENP1 FRET inh
CN1C(=O)/C(=C\C(=O)c2cccs2)c2ccccc21,0.7,1.02,20.2,-5.1,-2.3,-4.9,1.03,-3.4,1.3
CS(=O)c1ccccc1-c1nc(-c2cccc(Cl)c2)no1 (stereo not given),0.3,0.915,17.4,-0.7,8.5,-3.3,0.931,6.9,-2.6
CCOC(=O)C(=CNNc1ccccc1)C(=O)OCC,-5.4,0.949,19.3,5.0,5.1,-8.0,0.942,5.8,0.8
COc1cc(/C=N/NC(=O)c2cc(C)n(-c3ccc(F)cc3)c2C)cc(OC)c1O,6.6,1,1.8,1.1,-0.4,16.6,1.01,-1.4,-25.8
CC/C(=N\NC(=O)c1cc(C2CC2)[nH]n1)c1ccccc1,-2.8,0.928,-0.3,0.3,7.2,-6.3,1.63,-62.8,2.4
COc1cccc(N2CCN(Cc3nnnn3C3CCCCC3)CC2)c1,-0.2,1.07,-25.3,0.9,-7.1,0.1,1.06,-5.6,1.9
CC(C)OCCCNC(=O)CCCC(=O)Nc1ccc(OCCc2ccccc2)cc1,-6.2,1.14,15.2,-1.4,-14.4,-5.4,1.04,-4.4,1.8
CC1CCCN(C(=O)CN2C(=O)C(C)Oc3ccccc32)C1 (stereo not given),0.1,1,-1.7,-0.9,-0.2,-6.6,1.09,-8.7,-1.4
CC(=O)Nc1ccc(S(=O)(=O)NCCSCc2c(Cl)cccc2Cl)cc1,-1.9,0.967,2.2,-3.1,3.3,-5.6,0.903,9.7,2.8
CCCn1c(SCC(=O)c2c(N)n(C3CC3)c(=O)[nH]c2=O)nc2cc(S(N)(=O)=O)ccc21,7.1,0.968,16.1,-2.0,3.2,-14.0,1.01,-0.7,2.9
COc1ccc(NC(=S)N2CCC(c3nc4ccccc4[nH]3)CC2)c(OC)c1,-2.0,0.988,11.8,-2.8,1.2,-2.4,0.982,1.8,-0.3
COc1cc(NC(=O)c2cc(CC(C)C)on2)c(OC)cc1Cl,-0.3,0.984,13.6,-3.6,1.6,-6.8,0.962,3.8,0.1
COCCNC(=O)CCCn1c(=O)c2cc(OC)c(OC)cc2n(CC(=O)Nc2ccc(C)c(F)c2)c1=O,-5.1,1.13,-18.6,4.1,-13.1,-4.8,1.24,-23.8,3.6
Cc1ccc(C)n1-c1ccc(C(=O)NCc2ccncc2)cc1,-1.8,1.05,17.3,-2.9,-5.4,-6.1,0.936,6.4,-4.6
Cn1nnc2cc(NC(=O)Nc3cccc(C(F)(F)F)c3)ccc21,-1.5,1.46,-3.9,0.5,-45.6,-0.6,1.06,-6.1,-16.2
C[C@@H](NC(=O)[C@@H]1Cc2ccccc2CN1)C(=O)NC1CCCCC1,-4.8,0.981,10.1,8.4,1.9,-7.2,1.07,-7.4,-0.1
COc1ccc(NC(=S)N2C3CCC2CC(NC(=O)NC24CC5CC(CC(C5)C2)C4)C3)c(OC)c1 (stereo not given),-6.9,1.66,6.5,-3.3,-66.4,-3.1,1.03,-2.8,0.3
C#CCOCCOCCOCCNc1nc(N2CCN(C(=O)CCCCCCCCCCNC(=O)[C@H](CO)n3cc(CCCSC)nn3)CC2)nc(N2CCN(C(=O)CCCCCCCCCCNC(=O)[C@@H]([C@H](C)O)n3cc(C)nn3)CC2)n1,-0.9,1.82,28.7,-7.4,-81.7,-4.7,1.05,-5.1,nt
Cc1ccc2ncccc2c1N,1.6,0.888,6.3,0.5,11.2,-9.1,0.985,1.5,-1.2
COc1cc(NC(=O)COC(=O)c2nc3nc(C)cc(C)n3n2)cc(OC)c1,4.7,0.967,9.6,-0.6,3.3,-6.3,0.777,22.3,-2.3
Cc1ccc(-n2c(-c3ccncc3)n[nH]c2=S)cc1C,-4.9,0.997,6.9,-1.8,0.3,29.1,0.999,0.1,0.2
COC(=O)C1=C(C)N(Cc2ccccc2)C(=S)N[C@H]1c1ccc(Br)cc1,1.6,0.928,10.0,-5.6,7.2,-6.2,0.956,4.4,0.7
Cc1onc(-c2ccccc2)c1NC(=O)N(CCC(=O)O)Cc1ccccc1,-1.7,0.995,16.9,1.1,0.5,-8.2,1.01,-1.0,1.4
Cc1ccc(S(=O)(=O)C(C#N)c2nc3ccccc3nc2OCCO)cc1 (stereo not given),-7.0,1.06,5.1,2.0,-6.4,1.6,1.04,-3.7,-42.1
CN(C)S(=O)(=O)c1cccc(NC(=O)CN2C(=O)NC(CCc3ccccc3)C2=O)c1 (stereo not given),-1.9,1.04,15.9,-3.0,-3.9,2.6,0.983,1.7,1.7
COc1ccccc1N1CCN(C2=CC(=O)CCC2)CC1,-6.5,1.03,-3.1,-0.3,-3.5,-7.7,0.999,0.1,-4.3
N/C(=N\N=C\c1cccs1)SC1CC(=O)N(c2cccc([N+](=O)[O-])c2)C1=O (stereo not given),-2.5,0.871,16.8,-1.5,12.9,-2.6,0.961,3.9,2.8

# A run of entries of the results above:
SMILES,APOBEC3A inh,mIAP activ,NLRP3 yeast inh,MIN6 prolif,mIAP block,A3G deaminase,hIAP activ,hIAP block,SENP1 FRET inh
CN1C(=O)/C(=C\C(=O)c2cccs2)c2ccccc21,0.7,1.02,20.2,-5.1,-2.3,-4.9,1.03,-3.4,1.3
CS(=O)c1ccccc1-c1nc(-c2cccc(Cl)c2)no1 (stereo not given),0.3,0.915,17.4,-0.7,8.5,-3.3,0.931,6.9,-2.6
CCOC(=O)C(=CNNc1ccccc1)C(=O)OCC,-5.4,0.949,19.3,5.0,5.1,-8.0,0.942,5.8,0.8
COc1cc(/C=N/NC(=O)c2cc(C)n(-c3ccc(F)cc3)c2C)cc(OC)c1O,6.6,1,1.8,1.1,-0.4,16.6,1.01,-1.4,-25.8
